Growth percent in the NCI-60 one-dose screen (48 h, 10 µM unless noted): 100 = growth as untreated, 0 = no growth, -100 = all killed.
MALME-3M = MALME-3M melanoma | 5.8% of 78,000 active
SK-MEL-2 = SK-MEL-2 melanoma; 4.7% of 77,000 active; AID 1794763
SK-MEL-28 = SK-MEL-28 melanoma; 4.1% of 81,000 active
SK-MEL-5 = SK-MEL-5 melanoma | 6.4% of 80,000 active
LOX IMVI = LOX IMVI melanoma. 7.4% of 79,000 active
MDA-MB-435 = MDA-MB-435 melanoma; 7.8% of 82,000 active; AID 1794794
UACC-257 = UACC-257 melanoma. AID 1794764. 4.4% of 78,000 active
UACC-62 = UACC-62 melanoma; 5.4% of 81,000 active
* = called active by the depositor; / = not tested or not shown; [ ] = remark or other dose. How the source made its calls: active means growth percent below 10; inactive means the rest.

SMILES	MALME-3M	SK-MEL-2	SK-MEL-28	SK-MEL-5	LOX IMVI	MDA-MB-435	UACC-257	UACC-62
CCOc1ccccc1Nc1cc(Cl)nc(N)n1	96	103	118	114	98	111	122	101
COc1ccc(/C(C)=C(\c2ccc(Cl)cc2)c2ccc(OCCN3CCCCCC3)cc2)cc1	52	/	72	48	36	66	58	68
Nc1c(I)c(I)c(S(=O)(=O)O)c(I)c1I	101	107	112	98	95	116	107	100
O=[N+]([O-])c1c(N2CCN(CCO)CC2)nc2ccccn12	111	107	129	101	119	103	103	99
CC(=O)n1cc(-c2cc3cc(Cl)cc(Cl)c3oc2=O)c2ccccc21	91	100	/	100	109	103	/	/
COc1ccc2cc(C(C)NC(=O)Nc3ccc(S(=O)(=O)Nc4ccccn4)cc3)ccc2c1 (configuration not stated)	93	106	115	95	81	106	/	93
COc1ccc(C2Nc3ccccc3-n3cccc32)cc1OC (configuration not stated)	117	97	114	90	109	81	97	86
O=C(c1ccc(Cl)cc1Cl)N1CCOCC1	112	97	110	96	97	104	97	101
CCS(=O)(=O)N1CCN(c2ccccc2)CC1	130	/	130	113	105	96	97	106
O=C1C(C2SC(=S)N(Cc3ccccc3)C2=O)SC(=S)N1Cc1ccccc1 (configuration not stated)	93	91	102	89	72	89	92	89
C=CCn1c(SCC(=O)Nc2ccc(C(=O)/C=C/c3ccc(Cl)cc3)cc2)nnc1-c1cc(OC)c(OC)c(OC)c1	115	103	106	63	92	93	96	70
CCNC(=S)NNc1ccccc1	92	103	112	103	93	98	94	115
Nc1ccc(CCc2ccccn2)cc1	121	101	106	110	109	99	107	105
Cc1ccc(S(=O)(=O)CC(=O)c2cc3ccccc3o2)cc1	101	107	98	98	103	99	83	95
CC1(C)CC[C@]2(c3nnc(-c4ccncc4)o3)CC[C@]3(C)C(=CC[C@@H]4[C@@]5(C)CCC(=O)C(C)(C)[C@@H]5CC[C@]43C)[C@@H]2C1	86	96	83	74	72	80	78	67
NS(=O)(=O)c1cccc(N/C=C/C(=O)c2ccccc2)c1	102	109	106	101	59	103	103	97
COc1ccc(-c2nn(-c3cccc(NC(=O)Nc4cc(C(F)(F)F)cc(C(F)(F)F)c4)c3)cc2-c2ccncc2)cc1Cl	-20*	/	-5.5*	-38*	13	-43*	-31*	7.6*
C#CCn1cc(/C=N/Nc2nc(-c3ccc(F)cc3)cs2)c2ccccc21	95	97	101	98	88	101	108	87
Nc1nc2[nH]ncc2c(=O)[nH]1	105	108	108	98	92	113	96	93
Nc1nc(-c2cc(Cl)cc(Cl)c2)cc(-c2cc3ccccc3oc2=O)n1	/	109	104	99	86	106	106	81
CCOc1ccncc1[N+](=O)[O-]	/	104	102	106	100	107	95	100
CCc1ccccc1-n1c(N)c(C#N)c(-c2ccc(N(C)C)cc2)c(C#N)c1=O	91	112	100	87	93	100	101	88
CC(C)c1cccc(C(C)C)c1NC(=O)Nc1cccc(C(F)(F)F)c1	94	128	93	90	88	96	89	72
Nc1nc(I)c2ncn(C3OC(CO)C(O)C3O)c2n1 (configuration not stated)	142	159	126	102	94	92	103	90
N#Cc1c(-c2ccccc2)n2c(nc1=O)SC(=O)C2	94	97	108	105	103	110	107	105
O=S1(=O)CC(N2CCCCC2)C1CN1CCCCC1 (configuration not stated)	106	112	115	102	104	112	102	113
COc1cc(N(C)c2ccnc3ccc(C(F)(F)F)cc23)cc(OC)c1OC	92	/	109	98	97	93	81	78
CC(=O)OCC1OC(OCC2OC(OC(C#N)c3ccccc3)C(OC(C)=O)C(OC(C)=O)C2OC(C)=O)C(OC(C)=O)C(OC(C)=O)C1OC(C)=O (configuration not stated)	97	93	102	105	102	105	91	102
CCCc1c(Cl)c2c(OC)cc(-c3c(CC4OCCO4)cc4oc5ccccc5c(=O)c4c3O)c(O)c2c(=O)n1C	101	105	102	98	92	104	97	76
COC(=O)C1=C(C)NC(C)=C(C(=O)OC(C)C)C1c1cccc2nonc12 (configuration not stated)	99	/	106	102	108	99	105	98
O=C(CCn1cnc2c(cc(-c3ccccc3)n2-c2ccncc2)c1=O)Nc1ccc(Cl)cc1	98	105	116	99	99	102	112	104
CCOc1cc2c(cc1CC(Br)CBr)OCO2 (configuration not stated)	107	125	90	99	97	99	94	91
COc1ccc(-c2nc3cc(/C=N/c4nc5ccc(N6CCN(C)CC6)cc5s4)ccc3s2)cc1OC	100	102	109	82	98	100	106	93
C#C[C@]1(O)CCC2C3CCc4cc(O)ccc4C3CC[C@@]21C (some centres not stated)	43	19	59	9.0*	42	-5.4*	75	31
Cc1cccc(Cc2nc3ccccc3[nH]2)c1	99	104	108	100	101	116	115	99
Cc1ccccc1Oc1nc2sc3cc(Cl)c(Cl)cc3n2c(=N)c1C#N	89	112	126	94	107	104	120	90
COc1ccc2nc(-c3ccc(OC)c(OC)c3)cc(-c3nnc(SCC(=O)Nc4ccc(C(C)=O)cc4)o3)c2c1	109	100	113	94	102	103	101	102
O=C(O)[C@@H]1c2ccccc2C(=O)N(c2ccc(Cl)cc2)[C@H]1c1ccc(Cl)cc1	99	90	105	94	94	107	/	83
N#CCN(CC#N)CC#N	104	108	106	107	101	108	109	102
CCCOC(=O)COc1ccc(OC)cc1	73	99	96	93	95	88	95	93
O=C(O)c1ccccc1N/C=C/C(=O)c1cc2cc(Br)ccc2oc1=O	99	114	106	97	100	99	92	87
COc1ccc(-n2nc(C(=O)Nc3ccc(Cl)cc3)nc2-c2cc(OC)c(OC)c(OC)c2)cc1	97	96	112	83	91	97	119	89
COc1cc(CNS(=O)(=O)c2ccc(C)cc2)ccc1OCc1cn(-c2ccccc2F)nn1	98	104	100	87	92	97	113	90
CCOC(=O)[C@@]12CCCC=C1N1c3cc(Cl)ccc3-c3ccnn3[C@H]1CC2	94	116	97	75	88	86	/	70
O=C1CCc2cc(Nc3nc(NCCCO)nc4ccsc34)ccc2N1	/	97	101	99	90	100	99	80
CN(C)[C@@H]1C(=O)C(C(N)=O)=C(O)[C@@]2(O)C(=O)C3=C(O)c4c(O)ccc(Cl)c4[C@@H](O)[C@H]3C[C@@H]12	79	72	93	58	59	81	94	57
COc1ccc(S(=O)(=O)N2CCN(c3cc4c(cc3F)c(=O)c(C(=O)O)cn4C3CC3)CC2)cc1OC	95	93	107	97	89	107	98	96
O=C(CSc1nnc(-c2ccc3nc(-c4ccccc4)[nH]c3c2)o1)Nc1ccc(C(=O)/C=C/c2ccccc2)cc1	95	103	103	98	97	101	103	97
COc1c(N2CC3CCCNC3C2)c(F)cc2c(=O)c(C(=O)N/N=C/c3ccccc3)cn(C3CC3)c12 (configuration not stated)	94	111	94	88	84	101	106	105
N=C(/C=C/c1ccccc1)N1CCCCC1	97	82	101	101	99	86	/	104
COc1ccccc1Nc1nc(SC)nc(-c2cccc([N+](=O)[O-])c2)c1C#N	86	107	97	97	90	101	103	87
CCOC(=O)c1ccc(NC(=S)NC(=O)c2cccc(NC(C)=O)c2)cc1	73[100 µM]	100[100 µM]	67[100 µM]	26[100 µM]	/	71[100 µM]	71[100 µM]	45[100 µM]
CC(C)(C)OC(=O)O/N=C(\C#N)c1ccccc1	95	/	109	109	99	116	110	112
O=c1[nH]c(S)c(/C=C2\C=c3ccccc3=NC2=S)s1	99	99	117	78	77	97	99	58
O=C1C=CC(=O)N1c1ccc2c(c1)Cc1cc(F)ccc1-2	94	107	100	98	104	102	65	92
COC12C=CC(CC1)C1C(=O)C=CC(=O)C12 (configuration not stated)	78	133	97	95	87	91	85	73
COC(=O)/C=C1/CCC2C3CCC4=CC(=O)C(Br)CC4(C)C3C(=O)CC12C (configuration not stated)	/	/	94	57	38	76	/	74
COC(=O)c1ccc2c(c1)NC(=O)[C@@H]1CCCN21	105	95	106	97	89	100	98	95
CCn1c(SCC(=O)Nc2cccc(C(=O)/C=C/c3ccc(OC)cc3)c2)nc2ccccc2c1=O	102	106	96	79	46	92	95	70
COCCn1c(-c2ccccc2)cc2c1-c1oncc1CC2	/	94	114	91	88	97	92	84
Continuation:
SMILES	MALME-3M	SK-MEL-2	SK-MEL-28	SK-MEL-5	LOX IMVI	MDA-MB-435	UACC-257	UACC-62
COc1ccc(C(=O)Nc2ccc(-n3cnc4ccccc43)cc2)cn1	101	81	95	31	73	79	66	55
C#CCOc1ccc(/C=N/Nc2nc(-c3ccc(C)cc3)cs2)cc1OCC#C	112	98	103	49	94	85	82	75
CCN(CC)CCCCNc1ccnc(N)n1	/	96	115	111	97	106	99	106
C(=N\Nc1nc2ccccc2s1)/c1cccc2ccccc12	86	101	111	86	95	121	103	98
CN(C)CCCNC(=O)/C=C\C(=O)O	98	92	104	102	98	109	94	99
CC(=O)c1ccc2c(c1)Cc1ccccc1-2	124	113	109	94	110	110	108	86
CC1=Cc2cc(Cl)cc(Cl)c2OC12Oc1c(Cl)cc(Cl)cc1C=C2C	99	97	104	102	97	101	100	97
CS(=O)(=O)Nc1cc(-c2ccc3ncnc(N4CCc5cc(F)c(Cl)cc54)c3c2)cnc1Cl	-21*	-32*	-0.5*	-73*	-29*	3.4*	-2.8*	-43*
O=C(O)/C(=C\c1cccc([N+](=O)[O-])c1)c1ccccc1	95	90	108	94	102	106	89	103
CCC(C)(c1ccccc1)c1ccccc1	105	107	109	103	102	102	105	103
NC(=O)CC1CCC(c2ccccc2)CC1 (configuration not stated)	94	106	100	94	102	100	115	98
COc1ccc(/C=N/N=C(\C)c2ccc3c(c2)Nc2ccccc2S3)cc1O	55	49	61	-23*	21	35	28	59
COc1ccc(-c2nnc(SCC(=O)Nc3ccc(C(=O)/C=C/c4cc(OC)c(OC)c(OC)c4)cc3)o2)cc1	76	87	94	69	51	71	93	71
Nc1nc(N)c(C=O)c(=O)[nH]1	157	92	109	108	97	121	102	95

High-throughput results (PubChem BioAssay)
